Source: PubChem BioAssay (National Center for Advancing Translational Sciences (NCATS))
N370S GC mod = qHTS Assay for Inhibitors and Activators of N370S glucocerebrosidase as a Potential Chaperone Treatment of Gaucher Disease; 330,000 compounds, 0.092% hits; N370S GC spleen homogenate, 4MU-glucoside fluorescence; Lysosomal acid glucosylceramidase (Homo sapiens), P04062; Potency, µM (highest dose often 59.4 µM), without a hit: at the highest dose activity change, negative = inhibition, most hits filed as inhibitors;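 also: 0% = full enzyme activity and -100% = no enzyme basal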
TDP1 cell CPT = qHTS for Inhibitors of human tyrosyl-DNA phosphodiesterase 1 (TDP1): qHTS in cells in presence of CPT | chicken DT40 Tdp1-/-;hTDP1 cells + 20 nM CPT, ATP luminescence, 48 h | Potency, µM (highest dose often 46.2 µM), inactives show top-dose activity change, negative = growth inhibition, usual class: inhibitors | 420,000 compounds, 12% hits | AID 686979, 2013; also: nearly all actives have a fitted effect of over 55% in size
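Cell growth measured by CellTiter-Glo luminescence after a minimum 48 h, 37 C compound exposure with 20 nM CPT in Tdp1-knockout DT40 cells stably expressing hTDP1, seeded 400/well; qHTS titration format.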
FEN1 inh = qHTS Assay for the Inhibitors of Human Flap endonuclease 1 (FEN1) | P39748 | Recombinant FEN1 flap cleavage, fluorescence, 15 min | Potency, µM (highest dose often 114 µM), for the others: at the top dose activity change, negative = inhibition, usual class: inhibitors | 390,000 compounds, 0.35% hits | AID 588795, 2011; also: nearly all actives have a fitted effect of over 65% in size
Target sequence (P39748 whole entry, looked up): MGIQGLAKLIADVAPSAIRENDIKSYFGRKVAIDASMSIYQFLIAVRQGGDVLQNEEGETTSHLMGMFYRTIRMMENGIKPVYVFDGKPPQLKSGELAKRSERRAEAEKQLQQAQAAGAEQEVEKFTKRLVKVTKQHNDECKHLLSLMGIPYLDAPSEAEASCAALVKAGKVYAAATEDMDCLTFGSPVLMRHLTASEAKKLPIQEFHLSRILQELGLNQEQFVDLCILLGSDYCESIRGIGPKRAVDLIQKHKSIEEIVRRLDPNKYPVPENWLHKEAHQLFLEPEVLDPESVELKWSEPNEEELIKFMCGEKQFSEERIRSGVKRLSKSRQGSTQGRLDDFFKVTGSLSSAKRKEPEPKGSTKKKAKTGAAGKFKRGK
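Nuclease activity of 10 nM FEN1 was measured after 15 min of room-temperature exposure to titrated compounds, by adding 50 nM flap substrate and reading plates at 0 and 15 min.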
* = called active by the depositor; u = inconclusive; x = no result given; & = joins results of further samples. Calls follow the shape of the dose curve; as a rule, active = well fitted curve in the direction sought with a large enough effect; inconclusive = small, poorly fitted or top-dose-only effect, or another doubt; inactive = no such curve, though single readings can be large; an effect the other way counts as inactive or inconclusive. Unless noted, % is scaled to controls: 0 for no effect and ±100 for the full control effect; potency is read from the fitted curve at half-maximal effect. The list is partial, so the mix of outcomes need not match the whole.

SMILES	N370S GC mod	TDP1 cell CPT	FEN1 inh
Cc1ccc(S(=O)(=O)/N=c2\sccn2C)cc1	-3%	5%	2%
COc1cccc2sc(=NC(=O)c3ccc(S(=O)(=O)N4CCCCC4)cc3)n(C)c12	x	-28%	10%
COc1ccc(Cc2nnc(N=Nc3c(O)[nH]c4ccc(Br)cc34)[nH]c2=O)cc1	-7%	-3%	-3%
Cc1nn(Cc2noc(C(=O)NCc3ccc(F)cc3)n2)c(C)c1Br	-2%	u	1%&-17%
CC(NC(=O)C(=O)N/N=C\c1ccc([N+](=O)[O-])cc1)c1ccccc1 (stereo unspecified)	1%	-3%	10%
Nc1nnc(CCS(=O)(=O)c2ccc(Cl)cc2)s1	-2%	3%	0%
Cc1ccc(-n2cccc2/C=N/n2cnnc2)cc1Cl	-2%	-17%	4%
Cc1ccc(NC(=O)CSc2nccn2Cc2ccccc2)cc1C	2%	u	-1%
CCCCCn1c(SCC(=O)OCC)nc2cc(C(=O)NCc3ccco3)ccc2c1=O	17%	u	-2%
COc1ccc(C(=O)NCCc2sc(-c3cccc(F)c3)nc2C)cc1	x	23µM*	-4%
COc1cc(/C=N/Nc2snc(SC)c2C#N)cc(OC)c1OC	-15%	u	-2%
CCN(CC)c1cc(C)c2cc(NC(=O)c3ccc(F)cc3Cl)ccc2n1	x	u	-25%
CC1(C)CC(N2CCN(C(c3ccccc3)c3ccccc3)CC2)=CC(=[N+]2CCCCC2)C1	-14%	0.16µM*	1%
Cc1ccc(CNC(=O)CCCCCn2c(=O)c3sccc3n(CC(=O)C(C)(C)C)c2=O)cc1	x	u	-4%
Cc1ccc(CN(CCO)CCO)cc1	3%	-1%	-3%
CCc1n[nH]c(=S)n1/N=C/c1c(O)ccc2ccccc12	4%	9%	17%
Cc1ccc2nc(Cl)c(/C=N/Nc3nc(C)cc(C)n3)c(=O)n2c1	-4%	u	-4%
CCOc1ccc(S(=O)(=O)Nc2nc3ccccc3nc2Nc2ccc(N3CCOCC3)cc2)cc1	6%	u	-11%
Cc1cccc(N2CCN(C3=NC(=O)C(=C4CCCCC4)S3)CC2)c1	17%	u	-4%
Cc1cc(=O)oc2cc(OCC(=O)NCCN3CCOCC3)c(Cl)cc12	-16%	-5%	-6%
Oc1ccccc1Oc1c(F)c(F)nc(N2CCCC2)c1F	22%	-23%	-10%
O=C(Nc1ccc(S(=O)(=O)N2CCCCC2c2cccnc2)cc1)c1ccc(Br)cc1 (stereo unspecified)	x	16µM*	2%
Cc1ccsc1C(=O)N(CC(C)C)c1c(N)n(Cc2ccccc2)c(=O)[nH]c1=O	6%	2%	4%
COc1ccc(S(=O)(=O)NNC(=O)Nc2ccc(C)cc2C)c(OC)c1	4%	-2%	-7%
Cc1noc(C)c1C(=O)Nc1sc2c(c1C(N)=O)CCCCC2	5%	-30%	0%

Gathered by group: the entries above containing an NH in an aromatic ring
SMILES	N370S GC mod	TDP1 cell CPT	FEN1 inh
COc1ccc(Cc2nnc(N=Nc3c(O)[nH]c4ccc(Br)cc34)[nH]c2=O)cc1	-7%	-3%	-3%
CCc1n[nH]c(=S)n1/N=C/c1c(O)ccc2ccccc12	4%	9%	17%
Cc1ccsc1C(=O)N(CC(C)C)c1c(N)n(Cc2ccccc2)c(=O)[nH]c1=O	6%	2%	4%

Remaining list, next part
SMILES	N370S GC mod	TDP1 cell CPT	FEN1 inh
CCOc1ccc(CNC(=O)Cn2nc(C)c3c(C)n(-c4ccc(C)cc4)nc3c2=O)cc1	-6%	u	-18%&-19%
O=C(NCc1ccccn1)Nc1ccc(F)cc1	3%	0%	-9%
O=C(c1cccs1)N1CCOCC1	3%	-11%	2%
COCCN(C(=S)Nc1cc(C)ccc1C)C(C)c1cccnc1 (stereo unspecified)	2%	-13%	-5%
COc1ccccc1NC(=O)Cn1c2ccc(F)cc2c2nc3n(c(=O)c21)CCS3	u	u	16%
Cc1ccc2nc(NC(=O)/C=C/c3ccc4c(c3)OCO4)sc2c1	5%	u	1%
Cc1c(Cl)cnc(NC(=O)COC(=O)CCS(=O)(=O)c2ccccc2)c1Cl	4%	6%	-8%
COc1ccccc1CCNC(=O)C1CCN(C(=O)/C=C/c2ccccc2)CC1	-12%	6%	15%
C/C(=N\NC(=O)CCc1ccc(S(=O)(=O)N2CCOCC2)cc1)c1ccc(OC(F)F)cc1	1%	1%	-12%
Cc1ccc(C)c(SCC(=O)NCC(c2ccco2)N2CCCCC2)c1 (stereo unspecified)	-13%	u	3%
COc1ccccc1C1=Nc2cccc3cccc(c23)N1	1%	5.2µM*	-22%
Cc1cccc2cc(CN(Cc3ccco3)C(=O)c3ccncc3)c(=O)[nH]c12	-9%	-17%	30%
COc1ccc(CC(=O)NCCCCc2ccccc2)cc1OC	x	-3%	0%
CC(=O)c1ccc(NC(=O)C2CCCO2)cc1 (stereo unspecified)	-3%	-3%	0%
Cc1coc2cc3oc(=O)c(CC(=O)N4C[C@H]5C[C@@H](C4)c4cccc(=O)n4C5)c(C)c3cc12	6%	-2%	-2%
CCc1cc(OCCN(C)C)ccc1Cl	2%	3%	-2%
Cc1ccc(C)c(N2CCN(C(=O)C3CCC(CNS(=O)(=O)c4ccc(Br)s4)CC3)CC2)c1 (stereo unspecified)	x	5.8µM*	-3%
Cc1cc(OCn2ccc(C(=O)O)n2)ccc1Cl	1%	1%	5%
Cc1ccc(NC(=S)NC2CC3CCCC(C2)N3Cc2ccco2)cc1 (stereo unspecified)	15%	u	-5%
O=C(Cc1cccc2ccccc12)NN1C(=O)C2C(C1=O)C1C=CC2C12CC2 (stereo unspecified)	-6%	-2%	-1%
CCOc1ccc(NC(=O)N2CC=C(c3c[nH]c4ccccc34)CC2)cc1	x	3.7µM*	-4%
CC1CCCC(NC(=O)CSc2ccc(F)cc2)C1C (stereo unspecified)	3%	-2%	-1%
CCCCNC(=O)CSc1nc2cc3c(cc2c(=O)n1CCCCCC(=O)NCc1ccc2c(c1)OCO2)OCO3	x	9%	-2%
NNC(=O)CCCNc1ncc(C(F)(F)F)cc1Cl	7%	2%	-2%
COc1cc(CN2CCNC(=O)C2CC(=O)NCCC2=CCCCC2)cc(OC)c1 (stereo unspecified)	-4%	-24%	12%

Complete entries, looked up by structure. Order of screens: N370S GC mod, TDP1 cell CPT, FEN1 inh
CC(=O)c1ccc(NC(=O)C2CCCO2)cc1 (stereo unspecified) reads -3%, -3%, 0%
COc1ccccc1NC(=O)Cn1c2ccc(F)cc2c2nc3n(c(=O)c21)CCS3 reads u, u, 16%
CC1CCCC(NC(=O)CSc2ccc(F)cc2)C1C (stereo unspecified) reads 3%, -2%, -1%
CCc1cc(OCCN(C)C)ccc1Cl reads 2%, 3%, -2%

(next part)
SMILES	N370S GC mod	TDP1 cell CPT	FEN1 inh
O=C(Nc1ccccc1F)c1ccc(OCc2ccccc2)cc1	2%	-20%	1%
CC1CCCC(NC(=O)CSC2CCCCC2)C1C (stereo unspecified)	7%	u	2%
CC1=NNC(=O)C(CC(=O)Nc2ccc(Cl)c(Cl)c2)C1 (stereo unspecified)	1%	1%	-1%
CCOC(=O)CC(C)(C)/C(C)=N/Nc1ccc([N+](=O)[O-])cc1[N+](=O)[O-]	2%	u	-2%
O=C(COc1ccc2ccccc2c1)Nc1ccc(Cc2ccncc2)cc1	6%	u	1%
Fc1ccc(CNC(=S)NC2CCCC2)cc1	1%	u	21%
Nc1cc(C(=O)OCC(=O)Nc2cccc(S(=O)(=O)N3CCOCC3)c2)ccc1Cl	x	-11%	-18%
CCOc1ccc(S(=O)(=O)N(CC(=O)Nc2cccnc2)c2ccc(F)cc2)cc1	-15%	u	-2%
COC(=O)c1ccc(NC(=O)COC(=O)CSc2nc(C)cc(C)n2)cc1	-8%	-2%	-7%
CCOc1cccc2cc(C(=O)NCCC3=CCCCC3)c(=O)oc12	29%	8%	-14%
N[C@@H]1CCN(O)C1=O	7%&-3%	13%	x
Cc1cc(C)cc(NC(=O)C(OC(=O)Cn2cnc3c2c(=O)n(C)c(=O)n3C)c2ccccc2)c1 (stereo unspecified)	-5%	-18%	-2%
Cc1sc2ncnc(SCC(=O)NCC(C)C)c2c1C	4%	-10%	0%
Cc1nnc(N2CCC(C(=O)N3CCCCC3)CC2)c2nn(-c3ccc(Cl)cc3)c(C)c12	u	21µM*	-22%&13%
COc1ccc(CNc2nc3c(-c4cccc(C)c4)nnn3c3ccccc23)cc1	x	u	-3%
COC(=O)c1ccccc1NC(=O)CN1C(=O)c2ccccc2S1(=O)=O	20%	-8%	4%
CC(C)(C)c1ccccc1OCCCCCNCCO	-23%	u	-15%
Cc1ccc(S(=O)(=O)N2CCOCC2)cc1C(=O)Nc1nc(-c2cccnc2)cs1	1%	-19%	-15%
CC(C)CC(C(=O)Nc1cccc(O)c1)N1C(=O)c2ccccc2C1=O (stereo unspecified)	1%	-18%	-7%
CCCn1c(SCC(=O)Nc2ccccc2C(=O)NC2CC2)n[nH]c1=O	x	-14%	-2%
CC(C)N=C(NC#N)SCc1ccc(F)cc1	8%	2%	-4%
Cc1ccc(S(=O)(=O)N2CCN(C(=O)COC(=O)c3ccc(O)cc3)CC2)c(C)c1	-10%	-8%	-8%
CCOc1ccc(N2CC(C(=O)Nc3ccccc3OC)CC2=O)cc1 (stereo unspecified)	-2%	-15%	17%
CN(c1ccccc1)S(=O)(=O)c1cccc(NC(=O)Cn2cnc3c2c(=O)n(C)c(=O)n3C)c1	-4%	23µM*	-7%
Cc1ccc(C(=O)NCC(=O)Nc2ccc(F)c(F)c2F)cc1	-2%	-9%	18%

2 compounds picked at random from the list so far:
SMILES	N370S GC mod	TDP1 cell CPT	FEN1 inh
Cc1coc2cc3oc(=O)c(CC(=O)N4C[C@H]5C[C@@H](C4)c4cccc(=O)n4C5)c(C)c3cc12	6%	-2%	-2%
Nc1nnc(CCS(=O)(=O)c2ccc(Cl)cc2)s1	-2%	3%	0%

The main list resumes; the two compounds before the break are reprinted first.
SMILES	N370S GC mod	TDP1 cell CPT	FEN1 inh
CN(c1ccccc1)S(=O)(=O)c1cccc(NC(=O)Cn2cnc3c2c(=O)n(C)c(=O)n3C)c1	-4%	23µM*	-7%
Cc1ccc(C(=O)NCC(=O)Nc2ccc(F)c(F)c2F)cc1	-2%	-9%	18%
CCOc1ccc(N=c2scc(-c3ccccc3)n2CCO)cc1	-13%	16µM*	6%
CCCOC1CCCN(C(=O)c2cc(Cl)c(Cl)cc2C(=O)O)C1 (stereo unspecified)	3%	u	-5%
Cc1ncc([N+](=O)[O-])n1CC(O)CCl (stereo unspecified)	-10%	2%	6%
Cc1ccccc1C(=O)Nc1scc(-c2ccc(Br)cc2)c1C(=O)O	x	4%	-5%
COc1cccc(CNC(=O)CN(c2cc(C)cc(C)c2)S(=O)(=O)c2c(C)noc2C)c1	11%	u	3%
Cc1ccccc1-c1nc2scc(CCNC(=O)C(=O)Nc3ccc(F)cc3F)n2n1	x	u	6%
Cc1ccc(-c2noc(CNC(=O)c3ccc(C(C)(C)C)cc3)n2)cc1	x	u	4%
CCN(CC)S(=O)(=O)c1ccc2c(c1)c(=O)c(C(=O)NCc1ccccc1Cl)cn2C	x	9.2µM*	-10%
CCc1cccc(C)c1NC(=S)N(CCN(C)C)Cc1cccs1	8%	u	-3%
COc1cc(/C=N\NC(=O)c2ccc(-c3ccccc3)cc2)cc(OC)c1O	1%	u	u
Cc1ccc(S(=O)(=O)N2CCN(C(=O)C3CC(=O)N(c4ccc5c(c4)OCCO5)C3)CC2)cc1 (stereo unspecified)	x	-22%	-10%
CCCOc1ccc(CC(=O)NCC2(c3ccccc3)CCOCC2)cc1OC	3%	u	-4%
Cc1ccc(CC2C(=O)N(c3ccc(C)cc3)C(=O)C2C)cc1 (stereo unspecified)	-1%	14%	-9%
CCOc1ccccc1/C=N/Nc1cc(C)nc2ccc(C)cc12	20%	2%	-4%
C/C(=N\NC(=O)c1ccc(OC2CCCC2)cc1)c1ccc(C)s1	4%	0%	2%
COc1ccc(NC(=O)CSc2nnnn2Cc2ccccc2)cc1	10%	-25%	3%
CC1CC(C)CN(C(=O)C(C)N2CCN(S(=O)(=O)c3cccs3)CC2)C1 (stereo unspecified)	x	-30%	6%
COc1cccc(NC(=O)CN(C)C(=O)COc2cc(C)ccc2Cl)c1	1%	-25%	9%
COc1ccc(COC(=O)N/N=C(\C)CC(=O)Nc2c(C)cc(C)cc2C)cc1	0%	-17%	3%
Cc1ccc(CNC(=O)c2ccc3c(c2)NC(=O)CS3)cc1	-19%	u	-3%
